# Source: PubChem
# HCV inh – inhibitors of hepatitis C virus infection. AID 651820. Huh7.5.1 HCVcc-Cre infection, luciferase reporter, 44 h. 3.4% of 340,000 active. Potency, µM (titrated, usually from 41.8 µM), inactives show at the highest dose activity change, negative = inhibition, most hits filed as inhibitors; also: potency is read from the fitted curve at half-maximal effect
#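 Compounds are dispensed onto cells plated 4 h earlier at 1,000 per well, with HCVcc-Cre virus (about 0.5 moi) added next. Following 44 h of culture, luminescent signal is measured for 15 sec after 15 min with substrate at room temperature.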
# HCMV antiviral – human cytomegalovirus inhibition; activity change, negative = inhibition, % at 57.5 µM; 4.5% of 410,000 active; HFF cells, HCMV-luciferase reporter, 72 h; stronger effect = lower value; in the data active = activity change below about -60%; inconclusive = no clear call, values can overlap the other calls; inactive = above about -39%
#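 After 16 h attachment at 37C, HFF cells received test compound and HCMV-luciferase (1 PFU/cell); reporter luminescence read 72 h later, data normalized against buffer-only and known inhibitor Salinomycin.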
# FBPA Giardia inh – Giardia lamblia aldolase inhibition; A8B2U2; purified Giardia FBPA; Potency, µM (doses to about 59.6 µM), inactives show at the highest dose activity, negative = inhibition, usual class: inhibitors; 0.71% of 290,000 active; AID 2451; also: potency is read from the fitted curve at half-maximal effect; nearly all actives have a fitted effect of over 55% in size
# Target sequence (A8B2U2 whole entry, looked up): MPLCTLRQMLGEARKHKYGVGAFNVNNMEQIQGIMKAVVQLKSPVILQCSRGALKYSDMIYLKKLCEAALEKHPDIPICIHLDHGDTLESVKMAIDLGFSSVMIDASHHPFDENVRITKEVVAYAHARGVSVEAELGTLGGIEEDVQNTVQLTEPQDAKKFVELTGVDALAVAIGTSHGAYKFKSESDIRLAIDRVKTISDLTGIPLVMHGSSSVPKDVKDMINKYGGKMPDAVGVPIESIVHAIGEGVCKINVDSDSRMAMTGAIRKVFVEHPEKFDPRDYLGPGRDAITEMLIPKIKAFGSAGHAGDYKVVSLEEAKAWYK
#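 40 nM FBPA preincubated 10 min at RT with compound (up to 57.5 uM final), then substrate plus GAPDH/TPI/NAD/arsenate coupling and diaphorase/resazurin added. Fluorescence read after 20 min at RT, 525/598 nm.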
# AmpC detergent – inhibitors of E. coli AmpC beta-lactamase with detergent | P00811 | 0.041% of 370,000 active | AmpC hydrolysis of nitrocefin, absorbance 480 nm, 0.01% Triton | AID 485294 | Potency, µM (highest dose often 114 µM), without a hit: at the top dose activity change, negative = inhibition, most hits filed as inhibitors;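 also: potency is read from the fitted curve at half-maximal effect; 0% = no-compound wells and -100% = no-enzyme wells; nearly all actives have a fitted effect of over 25% in size; some results filed as inactive show a strong effect at the top dose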
# Target sequence (P00811 whole entry, looked up): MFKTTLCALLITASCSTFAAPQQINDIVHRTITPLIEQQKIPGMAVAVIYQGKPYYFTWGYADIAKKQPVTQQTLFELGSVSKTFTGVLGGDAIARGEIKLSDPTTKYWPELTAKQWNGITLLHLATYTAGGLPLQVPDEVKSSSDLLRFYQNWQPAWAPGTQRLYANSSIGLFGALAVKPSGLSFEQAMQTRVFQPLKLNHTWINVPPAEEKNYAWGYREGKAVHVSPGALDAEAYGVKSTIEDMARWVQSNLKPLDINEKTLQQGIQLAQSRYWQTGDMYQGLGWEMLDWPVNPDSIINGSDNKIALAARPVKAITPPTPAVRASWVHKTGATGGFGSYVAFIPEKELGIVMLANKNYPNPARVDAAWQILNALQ
#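 20 mM phosphate pH 7.0 + 0.01% (detergent screen) or 0.0001% Triton X-100; 5.3 nM AmpC reagent; cpd preinc 15 min RT; nitrocefin (800 uM stock) to start; A480 q20 s × 4 min; Activity was normalised to no-enzyme and no-compound control wells.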
# AMA1-RON2 inh – AMA1-RON2 (P. falciparum) interaction inhibition. Potency, µM (top dose mostly 58.2 µM), for inactives: top-dose activity change, negative = inhibition, usual class: inhibitors. AID 720542. AlphaScreen AMA1-biotinylated RON2 peptide binding. 0.2% of 360,000 active;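 also: potency is read from the fitted curve at half-maximal effect; 0% = vehicle wells and -100% = peptide control; nearly all actives have a fitted effect of over 45% in size; some results filed as inactive show a strong effect at the top dose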
#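 AMA1 (3D7) with his tag at 25 nM final met compounds first, then biotinylated RON2 peptide at 25 nM; detection used donor plus acceptor beads, 10 µg/mL apiece, read by AlphaScreen after 30 min at room temperature.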
# Sm TGR block – blocks Schistosoma mansoni thioredoxin glutathione reductase; purified TGR, DTNB reduction, TNB absorbance 405 nm; Potency, µM (top dose mostly 114 µM), for the others: at the highest dose activity change, negative = inhibition, hits mostly inhibitors; 3% of 360,000 active; AID 485364; also: potency is read from the fitted curve at half-maximal effect; nearly all actives have a fitted effect of over 60% in size
#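 First, TGR (20 nM dispensed) and NADPH were mixed with compound. Second, a 15 min room-temperature incubation followed. Third, further NADPH and then DTNB were added to start the reaction. Finally, TNB absorbance was monitored kinetically.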
# The depositor's hits bear a star; ? = inconclusive; . = not tested or not shown; [ ] = dose if it differs, or a comment. Unless noted, calls follow the shape of the dose curve; as a rule, active = well fitted curve in the direction sought with a large enough effect; inconclusive = small, poorly fitted or top-dose-only effect, or another doubt; inactive = no such curve, though single readings can be large; an effect the other way counts as inactive or inconclusive. Unless noted, % is scaled to controls: 0 for no effect and ±100 for the full control effect. Compounds were not picked by outcome; overall some 9.3% were active at least once.
SMILES,HCV inh,HCMV antiviral,FBPA Giardia inh,AmpC detergent,AMA1-RON2 inh,Sm TGR block
CC(=O)N1N=C(C)CC1c1ccc(OCc2ccccc2)cc1 (configuration not stated),10%,23,1%,-12%,-5%,2%
O=C(c1cccc(NS(=O)(=O)c2ccccc2)c1)N1CCN(c2ccccc2)CC1,8%,-17,.,?,-2%,0%
Cc1ccc(C(=O)OCc2cc(=O)n3ccsc3n2)s1,9%,3,.,.,-18%,.
O=[N+]([O-])c1cccc(/C=N/Nc2cc(Cl)nc(-c3ccccc3)n2)c1,?,-14,4%,-3%,9%,29%
O=C(Nc1nc2n(n1)C(c1ccc(Cl)cc1)CC(c1ccc(Cl)cc1)N2)c1ccco1 (configuration not stated),-15%,21,8%,-4%,-8%,5%
O=C(NCc1ccccc1)C(=O)NCC1CCCN1S(=O)(=O)c1cccs1 (configuration not stated),11%,1,.,-15%,15%,-7%
CCOC(=O)c1c(NC(=O)CSc2cn(CCNC(=O)c3cccc(C(F)(F)F)c3)c3ccccc23)sc2c1CCC2,.,-7,.,1%,.,-4%
COc1ccc(C2=Nc3cc(C)ccc3OC2)cc1,-8%,74,-5%,?,14%,-24%
O=C(CNC(=O)c1ccc2ccccc2c1)NC1CCCCC1,10%,32,.,.,-7%,.
COc1ccc(C(=O)NN2CCCCC2)cc1OC,8%,11,-5%,?,-8%,2%

# A stretch of the results above, for reference:
SMILES,HCV inh,HCMV antiviral,FBPA Giardia inh,AmpC detergent,AMA1-RON2 inh,Sm TGR block
CC(=O)N1N=C(C)CC1c1ccc(OCc2ccccc2)cc1 (configuration not stated),10%,23,1%,-12%,-5%,2%
O=C(c1cccc(NS(=O)(=O)c2ccccc2)c1)N1CCN(c2ccccc2)CC1,8%,-17,.,?,-2%,0%
Cc1ccc(C(=O)OCc2cc(=O)n3ccsc3n2)s1,9%,3,.,.,-18%,.
O=[N+]([O-])c1cccc(/C=N/Nc2cc(Cl)nc(-c3ccccc3)n2)c1,?,-14,4%,-3%,9%,29%
O=C(Nc1nc2n(n1)C(c1ccc(Cl)cc1)CC(c1ccc(Cl)cc1)N2)c1ccco1 (configuration not stated),-15%,21,8%,-4%,-8%,5%
O=C(NCc1ccccc1)C(=O)NCC1CCCN1S(=O)(=O)c1cccs1 (configuration not stated),11%,1,.,-15%,15%,-7%
CCOC(=O)c1c(NC(=O)CSc2cn(CCNC(=O)c3cccc(C(F)(F)F)c3)c3ccccc23)sc2c1CCC2,.,-7,.,1%,.,-4%
COc1ccc(C2=Nc3cc(C)ccc3OC2)cc1,-8%,74,-5%,?,14%,-24%
O=C(CNC(=O)c1ccc2ccccc2c1)NC1CCCCC1,10%,32,.,.,-7%,.
COc1ccc(C(=O)NN2CCCCC2)cc1OC,8%,11,-5%,?,-8%,2%

# The results go on.
SMILES,HCV inh,HCMV antiviral,FBPA Giardia inh,AmpC detergent,AMA1-RON2 inh,Sm TGR block
Cc1cccc(N(Cc2ccccc2)C(=O)c2ccccc2F)c1,?,2,8%,-3%,10%,-1%
CCN1C(Nc2ccccc2)=NC[C@@H]1C,9%,-8,-4%,-10%,-3%,11%
O=C(NCCc1nc2ccccc2[nH]1)c1cc([N+](=O)[O-])cc([N+](=O)[O-])c1,-6%,-34,1%,-7%,-3%,-11%
CS(=O)(=O)c1ncc(N(Cc2ccco2)Cc2ccco2)c(C(=O)Nc2ccccc2Br)n1,.,-10,.,-3%,.,-2%
CC(=O)Nc1ccc(S(=O)(=O)NCCSc2ccccn2)cc1,-17%,5,7%,2%,11%,8%
CCC1(c2ccccc2)NC(=O)N(CC(=O)NCc2ccncc2)C1=O (configuration not stated),1%,-22,-5%,-3%,-11%,-21%
Cc1ccc(OCC(=O)N2CCc3ccccc32)cc1,-17%,58,-4%,-7%,-16%,0%
CC1CN(C(=O)N(C)C)CCN1C(=O)N(C)C (configuration not stated),7%,-29,6%,?,-2%,-12%
OCC1(Cc2ccccc2)CCN(Cc2cccc(F)c2F)CC1,9%,0,3%,3%,-3%,13%
CCCC(=O)Nc1nnc(COC)s1,6%,14,4%,0%,-7%,2%
CN(CC(=O)Nc1c(Cl)cccc1Cl)C(=O)CNC(=O)c1sc2ccccc2c1Cl,-21%,-4,.,.,-9%,.
CCOP(=O)(OCC)C(Nc1ccccc1)c1cccnc1 (configuration not stated),7%,31,3%,1%,0%,-1%
Cn1c(SCC(=O)NC2CC2)nnc1C(F)(F)F,-7%,?,-1%,5%,-5%,-6%
CCOC(=O)Cn1c(=O)oc2cc(S(=O)(=O)NCCC(C)C)ccc21,14%,-5,2%,-12%,18%,-4%
CCc1ccc(C(=O)C(C)OC(=O)c2cccc(S(=O)(=O)N3CCOCC3)c2)cc1 (configuration not stated),?,-21,.,?,-6%,-9%
O=C(c1ccc(COc2ccc(Cl)cc2)cc1)N1CCCCC1,?,7,1%,5%,-28%,.
C=CCOc1c(Br)cc(/C=N/Nc2ccc(C(=O)O)cc2)cc1OCC,-6%,116,41%,-13%,3%,-12%
C[C@@H](CN1C(=O)C(=O)NC[C@@H]1Cc1ccc(O)cc1)NC(=O)Cc1ccccc1,13%,8,1%,-14%,-6%,-2%
CCc1ccc(N2C(=O)C3C(C2=O)N2CCCN2C3c2ccccc2)cc1 (configuration not stated),-11%,-11,9%,-6%,-7%,-10%
Cc1ccc(Cl)cc1N1CCN(Cc2nnc(-c3ccc4c(c3)OCO4)o2)CC1,.,4,.,15%,.,4%
O=S(=O)(c1ccc(F)cc1)N1CCCC(c2nc(-c3ccc(F)cc3)no2)C1 (configuration not stated),?,-6,.,?,-3%,-5%
CCC1=CC(c2ccccc2)n2ncnc2N1 (configuration not stated),3%,-9,.,.,6%,.
O=c1[nH]c(CSc2nc3ccccc3o2)nc2c1cnn2-c1ccccc1,-8%,-6,6%,-7%,-4%,5%
COc1ccc(CCn2nnnc2C(c2ccccc2)N2CCN(C)CC2)cc1OC (configuration not stated),5%,?,3%,-12%,10%,-17%
CSc1nnc(-c2ccco2)c(-c2ccco2)n1,5%,55,3.5µM*,0%,16%,1µM*
COc1cc(OC)cc(C(=O)Nc2ccc3oc(-c4ccc(Cl)cc4)nc3c2)c1,.,6,.,12%,.,2%
COc1ccc(N(CC(=O)Nc2cccc(C)c2)S(=O)(=O)c2ccc(C)cc2)cc1OC,10%,-27,9%,-1%,0%,1%
O=C(NC(=S)N1CCc2ccccc21)c1ccccc1Cl,19%,-12,-17%,0%,82%[activator],1%
CC[C@H](C)[C@H]1CNC(=S)N1CC1CCN(CCC(C)(C)C)CC1,33%[activator],-9,.,.,3%,.
C/C(=N\NC(=O)Cc1cccn1C)c1cccc2ccccc12,-20%,1,-3%,-1%,-11%,-30%
CCOc1ccc(-c2cnc(NCc3cccc4ccccc34)n2CCOC)cc1,10µM*,25,?,4%,?,5%
COc1cccc(CNC(=O)C2CCN(Cc3cnn(-c4ccccc4)c3-n3cccc3)CC2)c1,?,5,6%,?,-7%,9%
CC(CN1CCOCC1)OC(=O)C(c1ccccc1)c1ccccc1 (configuration not stated),10%,22,5%,-2%,-13%,-4%
COc1cccc(N2CCN(C(=S)Nc3cc(C)cc(C)c3)CC2)c1,?,-4,2%,0%,-10%,-5%
O=C(NCc1cccnc1)c1cn(CCc2ccccc2)nn1,4%,6,4%,?,-15%,-7%
CCCC(=O)C1=C(N2CCCCC2)CC(C)(C)C(C(=O)OC)C1=O (configuration not stated),-6%,-2,0%,-4%,-11%,0%
COc1ccc(S(N)(=O)=O)cc1C(=O)OCCCC(=O)c1ccccc1,1%,-6,.,-3%,-2%,-18%
Cc1noc(C)c1COC(=O)c1cccc(S(=O)(=O)N2c3ccccc3CC2C)c1 (configuration not stated),11µM*,-3,-4%,0%,-9%,-27%
CC1CCC/C(=N/NC(=O)c2ccccc2-n2cccc2)C1 (configuration not stated),35%[activator],36,2%,?,15%,6%
N/C(=N\O)c1ccccc1N1CCCCC1,7%,-18,-1%,9%,2%,11%
O=C(CCc1ccccc1)N=C1SC2CS(=O)(=O)CC2N1c1ccc(F)cc1 (configuration not stated),4%,0,6%,-2%,2%,2%
O=C1N[C@@H](Cc2ccccc2)COC(=O)[C@@H](Cc2ccc(F)cc2)C/C=C\C[C@@H]1CC(=O)N(CCO)Cc1ccccc1,?,-96*,.,.,2%,.
Cc1ccc(-n2ncc(C(=O)N3CCCCC3)c2C2CCN(C(=O)OC(C)(C)C)CC2)c(C)c1,.,-9,.,14%,.,9%
CCCCNC(=O)c1onc(CSc2cccc(OC)c2)c1C(=O)O,16%,31,-2%,-11%,-3%,3%
Cc1nonc1NC(=O)CSc1nc(C2CCCCC2)nc2ccccc12,?,-88*,-9%,-2%,2%,-9%
CSc1ccccc1C(=O)C1CCCN(C(=O)c2csnn2)C1 (configuration not stated),2%,6,-4%,6%,11%,-4%
Cc1cc(C(=O)COC(=O)Cc2ccc(Cl)cc2)c(C)n1C,19%,8,.,.,?,.
Cc1ccc(C)c(N2CCN(C(=O)c3cc4cc5ccc(C)cc5nc4o3)CC2)c1,.,2,.,1%,.,-10%
CC(=O)NCC1CCCN(C(=O)c2ccc(OC3CCN(Cc4ccccn4)CC3)cc2)C1 (configuration not stated),12%,-28,.,-8%,75%[activator],-19%
CN(Cc1cccc(F)c1)C(=O)Cc1ccc(S(=O)(=O)N2CCOCC2)s1,4%,?,.,-14%,12%,3%

# The list goes on:
SMILES,HCV inh,HCMV antiviral,FBPA Giardia inh,AmpC detergent,AMA1-RON2 inh,Sm TGR block
CCN(CC(=O)Nc1ccc(NC(C)=O)cc1)C(=O)/C=C/c1cccs1,-12%,7,6%,8%,36%[activator],-12%
Cn1ncc([N+](=O)[O-])c1C(=O)Nc1ccc2c(c1)OCCO2,-2%,?,2%,-7%,12%,13%
N#Cc1cnc2nc(SCc3ccccc3)nn2c1,7%,45,-25%,-5%,14%,7%
CSC1=C(C#N)C(c2ccc(C)s2)CC(=O)N1 (configuration not stated),-3%,-28,2%,-3%,-6%,-4%
C[C@H](CO)N1C[C@H](C)[C@@H](CN(C)Cc2ccc(Cl)c(Cl)c2)Oc2c(NS(=O)(=O)c3cccs3)cccc2C1=O,-2%,-35,.,.,-4%,.
NC(=O)NC(=O)CN1C(=O)NC(c2ccccc2)(c2ccccc2)C1=O,3%,27,-17%,-7%,0%,4%
COc1cc(/C=C2\CCC(C3CCCC3)C2=O)cc(OC)c1OC (configuration not stated),-29%,?,-1%,-3%,3%,-23%
Cc1ccc(C)c(S(=O)(=O)c2cnc(SCC(=O)Nc3ccc(F)cc3F)[nH]c2=O)c1,.,-27,.,18%,.,-7%
CCOc1ccccc1NC(=O)C(Sc1nnnn1C)c1ccccc1 (configuration not stated),2%,2,-2%,3%,-4%,52%[activator]
Cc1ccc(NS(=O)(=O)c2cccc(C(=O)NCC(c3cccs3)N(C)C)c2)cc1 (configuration not stated),?,?,3%,0%,-6%,-2%
CCOC(=O)N1CCN(C(=O)CS(=O)(=O)c2cn(Cc3cccc(F)c3)c3ccccc23)CC1,-28%,-12,2%,-7%,-9%,-13%
CCOC(=O)N1CCN(CC(c2ccccc2)c2ccccc2)CC1,6%,-16,?,-20%,?,-28%
